Source: PubChem BioAssay (Sanford-Burnham Center for Chemical Genomics)
CD11b adhes inh = CD11b/CD18-fibrinogen binding inhibition. P05107+P11215. K562 CD11b/CD18 adhesion to fibrinogen, ATPlite luminescence; Mn2+ added to activate the integrin. inhibition, % at 10 µM. 93,000 tested, 0.54% active. AID 1497;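 active means primary inhibition of 50% or more at 10 µM, then 40% or more on retest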; further: some results filed as inactive read as strong as hits
CYP2C19 act = increases human CYP2C19 enzyme activity. P33261. recombinant CYP2C19, luciferin-H EGE luminescence; stronger effect = higher value; 0 = fully inhibited enzyme, 1 = untreated enzyme. activation factor at 5 µM. 96,000 tested, under 10 active. AID 1025;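 active means activation factor of at least 2 at 5 µM in the primary screen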;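 further: 0 = wells with 2.5 mM tranylcypromine and 1 = vehicle-only wells; values of inactives mirror those of a sister screen read the other way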
Target sequence (P33261 whole entry, looked up): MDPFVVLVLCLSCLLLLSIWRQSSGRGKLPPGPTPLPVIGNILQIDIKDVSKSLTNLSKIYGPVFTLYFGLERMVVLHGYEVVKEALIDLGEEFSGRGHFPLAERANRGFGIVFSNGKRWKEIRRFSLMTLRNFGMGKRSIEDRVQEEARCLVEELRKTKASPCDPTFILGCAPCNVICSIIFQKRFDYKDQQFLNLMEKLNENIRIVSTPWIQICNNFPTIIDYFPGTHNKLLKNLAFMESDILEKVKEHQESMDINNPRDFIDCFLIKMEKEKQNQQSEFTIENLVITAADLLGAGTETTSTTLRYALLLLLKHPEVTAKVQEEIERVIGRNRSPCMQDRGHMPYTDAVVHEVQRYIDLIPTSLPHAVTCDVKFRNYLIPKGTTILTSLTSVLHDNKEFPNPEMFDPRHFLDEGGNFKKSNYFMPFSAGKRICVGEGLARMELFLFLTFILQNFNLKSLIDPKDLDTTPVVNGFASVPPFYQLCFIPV
PLAP act = activates human placental alkaline phosphatase. P05187. purified PLAP enzyme, luminescent substrate read-out; stronger effect = higher value. activation fold at 20 µM. 96,000 tested, 1.2% active; in the data active means activation fold above about 2
CYP2C19 inhib = blocks human cytochrome P450 2C19; CYP2C19 Supersomes, luciferin-H EGE luminescence, 30 min; P33261; AID 778; 96,000 tested, 21% active; inhibition, % at 5 µM;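 active means CYP2C19 inhibition above a set limit at 5 µM in the primary screen, cut at about 50% in these data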;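 further: plate controls were negative control wells for no effect and 2.5 mM tranylcypromine positive control for full effect; values of inactives mirror those of a sister screen read the other way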
Pyk2 oligo antag = blocks oligomerization of human Pyk2 in cells. AID 1347419. z-score (the deposit names both 25 µM and 10 µM). 99,000 tested, 0.83% active. Q293 cells, Pyk2 FERM NanoBiT luminescence; stronger effect = lower value;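 active means Z-score of -3 or lower, scaled per plate to the spread of control and sample wells; inactive means z-score above -3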;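 further: negative z-score means lost luminescence so less FERM oligomerization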
MT1-MMP txn act = activates MT1-MMP transcription. HT1080 MT1-MMP promoter luciferase reporter, luminescence, overnight; stronger effect = higher value. activation factor at 10 µM. 86,000 tested, 0.16% active. AID 750;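 active means activation factor of at least 2 for MT1-MMP transcription at 10 µM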
CD11b adhes enh = increases human CD11b/CD18 adhesion to fibrinogen; P05107+P11215; K562 CD11b/CD18 adhesion to fibrinogen, ATPlite luminescence; activation, % at 10 µM; 93,000 tested, 0.07% active;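 active means 10 µM primary screen giving 50% or more activity, confirmed by 40% or more on retest at that dose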; further: strong numbers were not always called active; reference of the scale not given here
CYP2C9 activ = activators of human CYP2C9 | recombinant CYP2C9, luciferin-H conversion, luminescence; stronger effect = higher value; factor 1 = untreated enzyme, 0 = blocked | activation factor at 5 µM | 96,000 tested, 1.4% active | AID 1024;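 active means activation factor of 2 or more for CYP2C9 at a 5 µM dose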;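 further: 0 = sulfaphenazole-blocked wells and 1 = vehicle-only wells; values of inactives mirror those of a sister screen read the other way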
Target sequence (P11712 whole entry, looked up): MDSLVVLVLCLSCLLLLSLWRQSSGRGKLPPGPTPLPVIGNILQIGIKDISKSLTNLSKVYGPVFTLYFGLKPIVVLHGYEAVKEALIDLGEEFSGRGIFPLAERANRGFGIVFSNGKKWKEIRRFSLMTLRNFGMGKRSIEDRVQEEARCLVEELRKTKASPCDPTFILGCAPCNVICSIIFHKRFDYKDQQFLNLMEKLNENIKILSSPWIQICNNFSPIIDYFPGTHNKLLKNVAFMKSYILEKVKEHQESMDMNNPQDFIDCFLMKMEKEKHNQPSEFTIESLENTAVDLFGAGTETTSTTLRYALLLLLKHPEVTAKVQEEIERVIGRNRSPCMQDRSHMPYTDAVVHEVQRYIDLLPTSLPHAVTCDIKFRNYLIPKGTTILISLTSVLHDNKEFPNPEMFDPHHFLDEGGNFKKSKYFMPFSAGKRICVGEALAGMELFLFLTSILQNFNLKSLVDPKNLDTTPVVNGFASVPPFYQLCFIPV
CYP2C9 inh = blocks human cytochrome P450 2C9; inhibition, % at 5 µM; P11712; CYP2C9 Supersomes, luciferin-H conversion, luminescence; 96,000 tested, 20% active; AID 777;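 active means blocking of liver enzyme CYP2C9 beyond about 50% at 5 µM, limit read from the data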; further: values of inactives mirror those of a sister screen read the other way
Numbers without * were called inactive; / = no result given.

SMILES	CD11b adhes inh	CYP2C19 act	PLAP act	CYP2C19 inhib	Pyk2 oligo antag	MT1-MMP txn act	CD11b adhes enh	CYP2C9 activ	CYP2C9 inh
CCc1nnc(NC(=O)CCC(=O)O)s1	11	1.2	1	-16	/	1.1	-5	1.1	-9
COCCNC(=O)c1onc(CSc2cc(C)cc(C)c2)c1C(=O)O	/	0.8	0.9	17	/	/	/	0.7	33
O=C(Cn1cc(C(=O)C2CC2)c2ccccc21)NC1CCCC1	/	1	1.1	-2	0.47	1.1	/	0.6	43
O=S(=O)(Cc1ccccc1Cl)N1CCN(Cc2ccc3c(c2)OCO3)CC1	-3	0.1	1.4	94*	-0.25	1.3	3	1.1	-8
Cc1cc(C)nc(SCc2nnc(SCC(=O)Nc3nccs3)n2Cc2ccco2)n1	-14	0.8	1.5	15	-1.2	1	2	0.4	63*
COc1ccc(/C=C\C(=O)CC(O)(c2ccccc2)C(F)(F)F)cc1 (centres undefined)	-19	0.6	0.7	42	-1.8	0.9	0	0.8	19
Cc1nnc(C)n1/N=C/c1ccc(-c2ccccc2)cc1	3	1	1.3	-3	0.04	1.1	1	1.1	-8
COc1ccc(OCC(=O)NNc2c3ccccc3nc3ccccc23)cc1	7	1	0.8	0	-0.5	/	-2	2.3*	-134
CCOC(=O)c1ccc(-n2c(C)nc3c(cnn3-c3ccccc3C)c2=O)cc1	8	1.2	1.2	-20	/	1.1	5	1	-3
CSc1ccccc1C(=O)NCC1CCCO1 (centres undefined)	2	1	1.1	3	1	1.1	3	1	4
Cc1cc(C)n(-c2ccc(C(=O)OCn3nnc4ccccc4c3=O)cc2)n1	-10	0.9	1	14	1.7	1.2	-2	0.9	11
Cc1nc(CSc2nc3[nH]ncc3c(=O)n2-c2ccccc2)cs1	-2	1	2.3*	-3	-0.51	1.2	-5	1	-3
COc1ccc(OC)c(C2=Nn3c(nnc3-c3ccco3)SC2)c1	11	0.1	0.9	85*	2.2	1.2	4	0.3	69*
O=C(COc1ccccc1)N/N=C/c1cc2c(cc1[N+](=O)[O-])OCO2	-1	0.8	1	23	-0.27	1.1	-1	0.6	38
c1ccc(CSc2nnc3c(n2)OC(c2ccco2)Nc2ccccc2-3)cc1 (centres undefined)	-21	0.9	1.1	12	1.3	1.2	4	0.6	44
COc1ccc2nc(N3CCCCC3)c(C#N)cc2c1	-11	0.9	1	6	-0.81	1.3	3	0.9	5
CCc1ccc2nc(N3CCN(C)CC3)c(C#N)cc2c1	-21	0.7	1.5	27	0.26	1.4	1	0.7	28
CCCOc1c(Br)cc(/C=N/O)cc1OC	46	0.8	1.3	23	-0.06	1.2	0	1.1	-7
COc1cc(/C=N\NC(=O)c2sc(N)nc2C)cc(OC)c1OC	4	1.1	1	-9	1.6	/	-1	1.1	-14
O=C(COc1ccccc1F)Nc1ccc(S(=O)(=O)NCc2ccco2)cc1	10	0.8	0.8	17	1.4	1.1	-4	0.5	53*
CCc1ccc(C2C3=C(CC(C)(C)CC3=O)Nc3c2c(=O)[nH]c2nc(C)nn32)cc1 (centres undefined)	-7	1	1.8	0	-1	1.2	2	1	3
COc1cc2c3c(c1)-c1c(sn(-c4cc(OC)ccc4OC)c1=S)C(C)(C)N3C(=O)C2=O	/	0.9	1.1	14	-1.1	1.2	/	0.6	36
O=C(O)CCC(=O)N1CCc2cc(S(=O)(=O)N3CCCCC3)ccc21	/	1.1	1	-7	0.09	1	/	0.8	17
CCCOC(=O)CSC1=C(C#N)C(c2ccc3c(c2)OCO3)CC(=O)N1 (centres undefined)	5	0.1	0.8	92*	-0.51	1.1	2	0	97*
NCCCSC1=NCCCN1	-21	0.9	0.5	11	0.41	1	-2	1	-4
C1CCC2(CC1)C1=C(CCCC1)Nc1nnnn12	-7	0.9	0.9	6	-0.48	1.1	-5	1.1	-13
CC(=O)CCc1c(C)[nH]c2ccc(NC(C)=O)cc2c1=O	-6	1	1	-2	0	1	8	1	0
CC(NC(=O)c1cccc(Cn2cc([N+](=O)[O-])cn2)c1)c1ccc(C(C)(C)C)cc1 (centres undefined)	14	0.4	1.5	61*	-0.43	/	-4	0.2	81*
CCOc1ccc(NC2=NCC(=O)N2Cc2cccs2)cc1	/	0.9	1.1	6	-0.88	1.1	/	0.9	14
CCN(c1cccc(C)c1)c1ncnc2nc[nH]c12	-15	1.1	1.5	-6	/	1.2	-4	1	-2

Of the compounds above, four contain a halogen:
SMILES	CD11b adhes inh	CYP2C19 act	PLAP act	CYP2C19 inhib	Pyk2 oligo antag	MT1-MMP txn act	CD11b adhes enh	CYP2C9 activ	CYP2C9 inh
O=S(=O)(Cc1ccccc1Cl)N1CCN(Cc2ccc3c(c2)OCO3)CC1	-3	0.1	1.4	94*	-0.25	1.3	3	1.1	-8
COc1ccc(/C=C\C(=O)CC(O)(c2ccccc2)C(F)(F)F)cc1 (centres undefined)	-19	0.6	0.7	42	-1.8	0.9	0	0.8	19
CCCOc1c(Br)cc(/C=N/O)cc1OC	46	0.8	1.3	23	-0.06	1.2	0	1.1	-7
O=C(COc1ccccc1F)Nc1ccc(S(=O)(=O)NCc2ccco2)cc1	10	0.8	0.8	17	1.4	1.1	-4	0.5	53*

Further records follow:
SMILES	CD11b adhes inh	CYP2C19 act	PLAP act	CYP2C19 inhib	Pyk2 oligo antag	MT1-MMP txn act	CD11b adhes enh	CYP2C9 activ	CYP2C9 inh
COc1ccc(S(=O)(=O)NC(CC(=O)NCC2CCCO2)c2ccco2)cc1 (centres undefined)	-6	1	1.1	4	-0.34	0.9	2	1.1	-11
COC(=O)Cc1cc(=O)[nH]c(Nc2nc3ccccc3o2)n1	/	0.9	2.6*	10	-1	1.2	/	1	-1
CC(C)NC(=O)Cn1nnc(-c2cccc(NC(=O)c3ccccc3F)c2)n1	-24	1.1	0.9	-9	0.36	1.1	6	0.9	10
O=C1N=C(N2CCOCC2)S/C1=C\C=C/c1ccccc1	/	0.9	0.9	11	0.23	/	/	1.3	-29
CSc1nsc(SCC(=O)Nc2c(C)n(C)n(-c3ccccc3)c2=O)n1	-9	1	0.9	0	-1	1.2	-1	1	4
CCOC(=O)C1CCN(CC(=O)Nc2c(C(=O)OC)[nH]c3ccc(Cl)cc23)CC1	24	0.3	0.9	73*	-0.5	1	-2	0.5	45
CCn1c(C(=O)N2CCC(Cc3ccccc3)CC2)cc2sccc21	16	0.4	1.3	59*	0.31	1.3	-3	0.4	58*
COc1ccc(CC(=O)Nc2nnc(SCc3ccccc3)s2)cc1S(=O)(=O)N1CCOCC1	18	0.1	1.5	91*	-0.53	1.4	-4	0.1	90*
COc1cccc(CN(CC(=O)NCC2CCCO2)C(=O)CCC(=O)Nc2cc(C)on2)c1 (centres undefined)	-3	1	1.3	-3	-0.64	1.1	-2	0.8	18
COc1ccc(NC(=O)C2C(=O)N(C)C3(C)CC2c2ccccc2O3)cc1 (centres undefined)	-4	1	1.1	2	-0.53	1.1	-2	0.9	14
COC(=O)c1ccc(C2/C(=C(/O)c3ccc(OC)cc3)C(=O)C(=O)N2CC2CCCO2)cc1 (centres undefined)	-4	1	1.5	-3	0.55	1.1	-1	0.9	6
COc1ccccc1NS(=O)(=O)c1ccc(C)c(C(N)=O)c1	9	0.1	1.1	88*	1.4	1.1	-6	1	-4
O=C1c2cccc3c(O)ccc(c23)C(=O)N1Cc1ccccc1	66*	0.4	0.8	64*	-0.09	/	-3	1.5	-51
CCCOc1ccccc1C1C(C(=O)OC)=CN(C(C)C)C=C1C(=O)OC	12	0.1	2*	89*	-1.8	1.1	0	0.1	87*
COCCN(Cc1ccccc1)P(=O)(O)c1ccccc1OCC(=O)O	-10	1.1	1.5	-13	0.92	1.2	2	1.1	-15
CCOC(=O)CSc1nc2cc(S(=O)(=O)Nc3ccccc3OC)ccc2o1	-1	1	1.3	0	0.75	/	0	1.1	-14
CC1(C)CC(=O)N(CC(=O)O)c2ccccc2S1	-17	1.1	1.1	-14	0.26	1.2	1	1.1	-13
COc1ccc([C@H]2[C@H](C(=O)C(C)(C)C)N3N=Cc4ccccc4C3[C@]23N=C(c2ccccc2)OC3=O)cc1OC (some centres undefined)	-3	0.7	1.3	31	-0.03	1.1	91*	0.7	30
Nc1nc(N)nc(-c2ccccn2)n1	17	0.8	1.2	20	-0.05	0.9	0	1	-2
COc1ccc(-c2nnc(SCC#N)o2)cc1	-12	1	0.9	2	0.56	1.1	5	1.1	-5
Cc1ccc(/C(COc2ccccc2O)=N\O)cc1	3	0.2	0.9	76*	0.02	1.2	3	0.6	41
COc1cc(/C=N/NC(N)=S)ccc1OC(=O)c1ccc(C)cc1	10	1	1.1	-2	0.32	/	-4	1	-2
CCc1ccc(N(CC(=O)NC)S(C)(=O)=O)cc1	1	0.9	0.9	14	-0.52	1	4	1	-2
Cc1ccc(C)c(/C(O)=C2/C(=O)C(=O)N(CCN3CCOCC3)C2c2ccc(C)o2)c1 (centres undefined)	-9	1.1	1.1	-10	-0.3	1.1	0	1.1	-7
Cc1cc(C)cc(N2CC34C=CC(O3)C(C(=O)OCC(=O)NCc3ccco3)C4C2=O)c1 (centres undefined)	-3	0.9	1.1	11	0.28	1.3	0	1	-1
COc1ccc(NC(=O)c2ccc(NS(=O)(=O)c3c(C)noc3C)cc2)cc1OC	-17	0.9	1	7	-0.91	1.1	-2	0.8	22
O=c1[nH]n(-c2cccc3cccnc23)c(=O)c2ccccc12	/	0.6	1.1	40	-0.37	1.1	/	1.8	-79
O=c1cc(CSc2nnc(COc3ccccc3Cl)o2)nc2sccn12	-18	0.1	1.5	88*	-0.8	1	-3	0.5	53*
CCNc1nc(NC(C)C)nc(Oc2ccc(OCCOc3ccccc3)nn2)n1	-2	0.6	1	44	0.37	1.2	-3	0.6	42
CCOC(=O)CCc1c(C)nc2c(c(C)nn2C(C)(C)C)c1C	11	0.7	1.4	30	/	1.1	4	0.9	14
O=C(c1ccc2snnc2c1)N1CCOCC1	-7	0.7	0.9	30	0.17	0.9	-7	1.1	-6
COc1ccc2nnc(-c3ccccc3)n2n1	-7	1	0.9	4	0.3	1	-1	1.1	-5
CC(=O)N1CCc2cc(S(=O)(=O)NCCC(=O)Nc3ccc4c(c3)OCCO4)ccc21	-15	1	0.9	2	1	1.6	-4	0.6	37
CCOC(=O)c1cc(-c2ccccc2)sc1NC(=O)CN1C(=O)NC(CC)(c2ccc(F)cc2)C1=O (centres undefined)	9	1.2	1.4	-19	-0.96	/	14	0.9	15
CCOC(=O)/C(C(N)=NCCO)=C(/O)c1ccccc1	-41	0.9	0.9	7	-0.29	/	3	1.1	-6
COc1ccc(Nc2ncnc3ccccc23)cc1	0	0.5	0.9	45	-0.16	/	-5	0.8	18
CCc1ccc(C(=O)COC(=O)C(Cc2ccccc2)NC(=O)c2ccc(Cl)cc2)cc1 (centres undefined)	3	1	1.1	4	0	/	5	0.8	23
COC(=O)c1sccc1-n1cccc1C(=O)NCc1ccccc1	-4	0.5	1.1	47	-0.54	/	-5	1	4
COc1ccc(NC(=O)CCc2nc(-c3ccc(C)cc3)no2)cc1Cl	10	0.9	0.9	12	0.43	1.3	-3	0.9	11
Cc1cc(C)n(C(C[N+](=O)[O-])c2ccc(Cl)cc2)n1 (centres undefined)	16	0.2	1.5	76*	-0.07	/	-6	0.4	58*
Cc1ccc(-c2nc(CS(=O)CC(=O)NCCCN3CC(C)CC(C)C3)c(C)o2)cc1 (centres undefined)	-6	0.9	1.5	5	/	1	7	0.9	7
CC(C)Oc1ccc(C2CC(=O)N(c3cccc(C(=O)O)c3)C2=O)cc1 (centres undefined)	2	1	1.2	2	-0.23	1.4	-2	1	1
CCc1c(C)nc2ncnn2c1N1CCC(C(=O)Nc2ccc(C)cc2)CC1	24	0.7	1.4	29	0.98	1.1	-1	0.4	59*
O=C(Nc1cccc(C(F)(F)F)c1)NC1CCCCC1	-18	0.9	0.8	10	-0.26	1.2	1	1.2	-15
